Bioassay records as filed in PubChem.
PABP1 MLLE inh – inhibitors of microRNA-mediated deadenylation, human PABP1 MLLE binding | GST-MLLE / FITC-PAM2 fluorescence polarization | inhibition, % at 20 µM | 360,000 compounds, 0.36% hits | AID 588489; in the data active = inhibition above about 35%, passing the limit was not always enough;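 also: plate controls were DMSO wells with GST-MLLE for no effect and wells lacking GST-MLLE protein for full effect; some results filed as inactive read as strong as hits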
CSN deneddyl inh – inhibitors of human CSN-mediated cullin deneddylation. Q92905. Purified CSN, SCF-Nedd8-OG deneddylation, fluorescence polarization. inhibition, % at 12.5 µM. 360,000 compounds, 0.38% hits;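 active = pattern-corrected inhibition above about 35%, with an unprinted fluorescence ratio check between 0.5 and 1.5, limit read from the data, passing the limit was not always enough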;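 also: 0% = enzyme with substrate and 100% = substrate without enzyme; some results filed as inactive read as strong as hits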
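Detection – fluorescence polarization · System – HEK293T-derived human Csn5 enzyme · Controls – substrate-only high control, full reaction low control · Timing – 90 min, room temperature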
Rpn11 inh – blocks the human proteasome subunit Rpn11 | O00487 | human 26S proteasome, Ub4-pepOG fluorescence polarization; 20S core pre-blocked with epoxomicin | calls only at 20 µM | 360,000 compounds, 0.59% hits;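 active = inhibition at 20 µM, scaled to each plate's controls, above about 33%, limit read from the data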
MsrA act – activators of bovine methionine sulfoxide reductase A; activation, % at 10.6 µM; 360,000 compounds, 0.3% hits; AID 602163; purified bovine MsrA, absorbance read-out; in the data active = activation above about 7.5%;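 also: 0% = vehicle and 100% = reference activator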
MsrA inh – inhibits bovine methionine sulfoxide reductase A; purified bovine MsrA, absorbance read-out; inhibition, % at 15.5 µM; 360,000 compounds, 0.75% hits; in the data active = inhibition above about 4.5%;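 also: 0% = vehicle wells with enzyme and 100% = reference inhibitor wells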
Rin1 Abl inh – inhibitors of human Rin1-Abl protein interaction | P00519+Q13671 | TR-FRET Rin1/Abl binding, biochemical | inhibition, % at 7.35 µM | 360,000 compounds, 0.4% hits | AID 588664; in the data active = inhibition above about 5%, passing the limit was not always enough
FAS-TE inh – FAS thioesterase (human) inhibition; P49327; AID 602261; inhibition, % at 15 µM; recombinant FAS-TE, OMFH fluorogenic substrate, fluorescence endpoint; 360,000 compounds, 0.67% hits;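 active = compounds whose normalised, plate-corrected inhibition of enzyme fluorescence in the single-dose primary screen is 50% or more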;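 also: 0% = DMSO with enzyme and 100% = substrate without enzyme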
Target sequence (P49327 whole entry, looked up): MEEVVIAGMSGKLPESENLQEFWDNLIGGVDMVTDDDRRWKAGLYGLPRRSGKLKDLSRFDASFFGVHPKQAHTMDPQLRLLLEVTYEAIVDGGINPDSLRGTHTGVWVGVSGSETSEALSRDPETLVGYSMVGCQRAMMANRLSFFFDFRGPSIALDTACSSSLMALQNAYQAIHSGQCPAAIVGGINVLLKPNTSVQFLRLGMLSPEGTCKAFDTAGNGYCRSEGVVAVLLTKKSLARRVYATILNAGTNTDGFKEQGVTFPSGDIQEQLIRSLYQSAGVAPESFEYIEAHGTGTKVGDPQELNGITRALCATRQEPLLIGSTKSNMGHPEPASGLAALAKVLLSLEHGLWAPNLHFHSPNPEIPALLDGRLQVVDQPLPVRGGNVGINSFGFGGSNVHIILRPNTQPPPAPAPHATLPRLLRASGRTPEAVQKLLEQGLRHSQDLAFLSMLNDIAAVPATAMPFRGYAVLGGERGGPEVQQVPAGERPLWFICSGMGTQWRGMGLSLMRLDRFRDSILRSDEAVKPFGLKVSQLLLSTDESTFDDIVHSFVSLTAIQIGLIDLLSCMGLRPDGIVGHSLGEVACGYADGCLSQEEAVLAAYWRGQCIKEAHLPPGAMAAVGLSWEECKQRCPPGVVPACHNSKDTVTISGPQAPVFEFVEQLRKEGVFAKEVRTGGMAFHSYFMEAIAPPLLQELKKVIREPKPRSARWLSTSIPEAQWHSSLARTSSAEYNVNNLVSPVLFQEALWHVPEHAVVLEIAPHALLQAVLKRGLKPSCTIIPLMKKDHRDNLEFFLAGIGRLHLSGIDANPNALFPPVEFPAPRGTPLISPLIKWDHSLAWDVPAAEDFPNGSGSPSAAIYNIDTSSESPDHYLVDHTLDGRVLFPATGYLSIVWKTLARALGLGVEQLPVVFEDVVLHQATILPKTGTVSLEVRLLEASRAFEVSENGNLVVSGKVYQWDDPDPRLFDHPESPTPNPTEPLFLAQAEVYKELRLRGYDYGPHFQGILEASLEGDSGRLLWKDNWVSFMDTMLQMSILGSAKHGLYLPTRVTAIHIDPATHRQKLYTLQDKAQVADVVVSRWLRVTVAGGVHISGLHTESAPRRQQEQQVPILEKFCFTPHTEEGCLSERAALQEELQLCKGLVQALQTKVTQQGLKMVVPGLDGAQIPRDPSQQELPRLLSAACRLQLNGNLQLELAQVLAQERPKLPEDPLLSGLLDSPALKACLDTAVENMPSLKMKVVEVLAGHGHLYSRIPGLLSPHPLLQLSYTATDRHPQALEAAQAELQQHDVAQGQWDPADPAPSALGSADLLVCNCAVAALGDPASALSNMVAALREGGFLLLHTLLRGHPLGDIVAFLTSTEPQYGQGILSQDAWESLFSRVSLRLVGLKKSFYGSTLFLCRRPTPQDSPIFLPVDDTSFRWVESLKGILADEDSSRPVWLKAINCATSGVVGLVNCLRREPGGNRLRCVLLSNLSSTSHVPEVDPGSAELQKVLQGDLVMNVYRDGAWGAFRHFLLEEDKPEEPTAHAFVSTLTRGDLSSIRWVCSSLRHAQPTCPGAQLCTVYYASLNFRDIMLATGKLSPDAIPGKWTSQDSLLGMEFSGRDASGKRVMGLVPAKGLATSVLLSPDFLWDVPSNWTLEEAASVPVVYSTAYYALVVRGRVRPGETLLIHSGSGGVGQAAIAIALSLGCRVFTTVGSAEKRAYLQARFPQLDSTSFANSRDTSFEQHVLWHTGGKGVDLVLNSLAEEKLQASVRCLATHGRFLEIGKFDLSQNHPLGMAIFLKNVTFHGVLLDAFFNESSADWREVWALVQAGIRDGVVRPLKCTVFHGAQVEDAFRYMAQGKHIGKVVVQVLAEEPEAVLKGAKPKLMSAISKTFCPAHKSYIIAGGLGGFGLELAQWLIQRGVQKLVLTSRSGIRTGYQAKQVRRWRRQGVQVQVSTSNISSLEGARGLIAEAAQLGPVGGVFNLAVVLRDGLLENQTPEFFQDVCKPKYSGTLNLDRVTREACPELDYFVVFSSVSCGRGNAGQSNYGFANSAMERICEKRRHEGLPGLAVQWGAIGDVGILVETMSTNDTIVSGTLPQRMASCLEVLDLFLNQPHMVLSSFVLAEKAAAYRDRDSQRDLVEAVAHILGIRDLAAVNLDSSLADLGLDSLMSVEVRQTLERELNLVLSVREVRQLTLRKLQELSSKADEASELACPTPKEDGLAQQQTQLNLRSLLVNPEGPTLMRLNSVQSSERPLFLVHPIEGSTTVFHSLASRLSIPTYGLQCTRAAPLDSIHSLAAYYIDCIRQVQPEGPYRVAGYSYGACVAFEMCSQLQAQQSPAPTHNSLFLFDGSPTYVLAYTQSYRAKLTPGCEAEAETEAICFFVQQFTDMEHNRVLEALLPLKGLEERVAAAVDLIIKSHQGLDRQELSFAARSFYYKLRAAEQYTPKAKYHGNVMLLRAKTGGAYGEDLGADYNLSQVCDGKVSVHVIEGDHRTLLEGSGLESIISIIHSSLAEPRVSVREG
MT1-MMP act inh – MT1-MMP (human) activation inhibition. GFP/RFP ratio change, % at 20 µM. AID 651647. HT1080 RFP-PRO-GFP cells, GFP/RFP ratio fluorescence, overnight; percent of plate control window, DMSO zero. 360,000 compounds, 0.061% hits. P50281;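 active = GFP/RFP ratio change of at least 30% with cell ATP level not reduced by more than half and red fluorescence within 50% of control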; also: strong numbers were not always called active
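Assay system: HT1080 RFP-PRO-GFP cells | Dosing: 20 µM single dose, 1% DMSO | Incubation: Cells overnight before dosing, compound overnight, 37 °C, 5% CO2 | Evaluation: GFP/RFP fluorescence ratio | Control set: DMSO-only wells and HT1080 RFP-L50D-GFP cell wells as references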
E coli Lon inh – inhibits E. coli Lon protease; purified E. coli Lon protease, fluorescence polarization; inhibition, % at 7.94 µM; 360,000 compounds, 0.42% hits; in the data active = inhibition above about 13%, passing the limit was not always enough;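 also: 0% = enzyme with probe and DMSO and 100% = no enzyme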
* hit, by the source's call; i = inactive; x = no result given.

1	O=C(CCN1C(=O)/C(=C\c2ccccc2F)SC1=S)N1CCCCC1
2	CCOc1ccc(N(CC)S(=O)(=O)c2cccc3nsnc23)cc1
3	COc1ccc(Nc2nccc3c2ncn3C)cc1
4	COC(=O)c1sc(S(=O)(=O)Oc2ccccc2NC(C)=O)c(C(=O)OC)c1C
5	COc1ccc(C2=NN(C(=O)CSc3ncccn3)C(c3ccc(OC)cc3)C2)cc1 (stereo not given)
6	CN(c1ccccc1)S(=O)(=O)c1cccc(NC(=O)c2ccc(=O)[nH]n2)c1
7	Cc1cccc(C(=O)Nc2nc3ccc(S(C)(=O)=O)cc3s2)c1
8	COc1cc(OC)cc(C(=O)Nc2nc(CC(=O)NC(C)c3ccccc3)cs2)c1 (stereo not given)
9	Cc1cc(C(=O)Nc2ccc(F)cc2)c2ccccc2n1
10	CC(C)(C)C(=O)COC(=O)c1ccccc1O
Compound,1,2,3,4,5,6,7,8,9,10
PABP1 MLLE inh,5,-18,0,18,-5,-17,-4,1,-3,7
CSN deneddyl inh,-7,5,3,-4,-15,3,3,5,-2,4
Rpn11 inh,i,i,i,i,i,i,i,i,i,i
MsrA act,-1,-1,-10,2,-3,-3,-2,-2,-4,-3
MsrA inh,0.5,1.2,1.4,1.4,-0.9,0.0,0.4,0.7,-1.4,0.6
Rin1 Abl inh,1,-3,2,0,-6,2,-19,1,-4,1
FAS-TE inh,10,1,3,-3,18,-7,-4,1,-6,-2
MT1-MMP act inh,0,1,-2,0,1,3,-1,3,-1,-3
E coli Lon inh,1,6,6,-7,-4,-3,-7,-3,-2,-4

11	CC1(C)Oc2ccc3ccc(=O)oc3c2/C(=C/NNC(N)=S)C1=O
12	O=C(NCc1cccs1)Nc1cccs1
13	N=c1sc2ccccc2n1-c1ccccc1
14	O=C(CSc1nc(-c2ccccc2)c(-c2ccccc2)o1)N1CCCCC1
15	COc1ccc(CNc2oc(COc3ccccc3)nc2C#N)cc1
16	CCOC(=O)CC1C(=O)NC2CCCCC2N1C(=O)Nc1ccc(Cl)cc1 (stereo not given)
17	COc1ccc(Nc2nc(C(F)(F)F)nc(C)c2C#N)cc1
18	COCC(=O)n1nc(-c2ccc(C)cc2)nc1NCc1ccc(F)cc1
19	O=C(O/N=C/c1ccc(Br)cc1)c1ccc(F)cc1
20	NC(N)=NS(=O)(=O)c1ccc(NC(=S)NC(=O)Cc2ccc(Cl)cc2)cc1
Compound,11,12,13,14,15,16,17,18,19,20
PABP1 MLLE inh,-1,14,8,1,2,-1,-2,0,0,13
CSN deneddyl inh,1,3,-1,-3,3,-3,-4,5,3,3
Rpn11 inh,i,i,i,i,i,i,i,i,i,i
MsrA act,0,2,-4,0,-1,-3,-9,-4,-1,1
MsrA inh,2.4,-0.2,x,1.7,-1.2,0.7,1.1,-0.3,-0.4,2.8
Rin1 Abl inh,2,-5,3,-5,-3,-3,0,-1,-2,2
FAS-TE inh,3,-2,-23,24,17,-3,-6,11,5,8
MT1-MMP act inh,1,2,-5,-5,3,-4,5,9,2,1
E coli Lon inh,-7,-18,7,-12,-7,0,-6,6,4,6

An excerpt from above in order of heavy-atom count, rising.
12	O=C(NCc1cccs1)Nc1cccs1
19	O=C(O/N=C/c1ccc(Br)cc1)c1ccc(F)cc1
17	COc1ccc(Nc2nc(C(F)(F)F)nc(C)c2C#N)cc1
11	CC1(C)Oc2ccc3ccc(=O)oc3c2/C(=C/NNC(N)=S)C1=O
15	COc1ccc(CNc2oc(COc3ccccc3)nc2C#N)cc1
18	COCC(=O)n1nc(-c2ccc(C)cc2)nc1NCc1ccc(F)cc1
14	O=C(CSc1nc(-c2ccccc2)c(-c2ccccc2)o1)N1CCCCC1
Compound,12,19,17,11,15,18,14
PABP1 MLLE inh,14,0,-2,-1,2,0,1
CSN deneddyl inh,3,3,-4,1,3,5,-3
Rpn11 inh,i,i,i,i,i,i,i
MsrA act,2,-1,-9,0,-1,-4,0
MsrA inh,-0.2,-0.4,1.1,2.4,-1.2,-0.3,1.7
Rin1 Abl inh,-5,-2,0,2,-3,-1,-5
FAS-TE inh,-2,5,-6,3,17,11,24
MT1-MMP act inh,2,2,5,1,3,9,-5
E coli Lon inh,-18,4,-6,-7,-7,6,-12

Going on with the list.
21	Cc1cc(C)n(CCNC(=O)c2cc(COc3c(F)cccc3F)on2)n1
22	S=C(NCCc1ccc(Cl)cc1)NCc1ccccc1
23	Cc1cc(C)c(Cn2cnc3ccccc32)c(C)c1
24	COC(=O)c1sccc1NC(=O)CSc1ccccc1NS(=O)(=O)c1ccc(Cl)cc1
25	Cc1ccc(S(=O)(=O)N2CCN(C(=O)COC(=O)c3cnc(C)cn3)CC2)c(C)c1
26	CC1(C)C2CCC1(CS(=O)(=O)N1CCCC1C(=O)O)C(=O)C2 (stereo not given)
27	CCSC1=N/C(=C\C=C2/Oc3ccccc3N2CC)C(=O)S1
28	CCNC(=O)NC(=O)C(C)OC(=O)c1ccc(-n2nc(SC)sc2=S)cc1 (stereo not given)
29	COc1ccc(Nc2sc(C(=O)c3ccc(Cl)cc3)c(N)c2C(=O)Nc2ccccc2OC)cc1
30	COc1ccc(C)cc1S(=O)(=O)N1CCN(C)CC1c1ccccc1 (stereo not given)
Compound,21,22,23,24,25,26,27,28,29,30
PABP1 MLLE inh,1,-50,3,-7,-6,-7,-152,-9,14,-5
CSN deneddyl inh,-2,3,2,10,3,-1,118,-1,4,-1
Rpn11 inh,i,i,i,i,i,i,x,i,i,i
MsrA act,-7,-11,-8,-2,-7,-4,-3,0,-2,-8
MsrA inh,0.7,x,1.6,0.2,1.3,1.0,-0.5,2.6,0.9,0.9
Rin1 Abl inh,-1,1,2,-5,2,3,-8,0,2,1
FAS-TE inh,0,9,-1,35,-3,-6,-11,16,16,-4
MT1-MMP act inh,1,3,7,-1,3,-3,-77,-5,8,5
E coli Lon inh,2,-13,0,2,2,-17,-260,-4,2,3

31	CCNCc1nc2cc(OC)c(OC)cc2c(=O)[nH]1
32	O=C(c1ccc(Cl)cc1Cl)N1CCSCC1
33	N#Cc1sc2nc(-c3cccs3)cc(-c3ccc(Cl)cc3)c2c1N
34	CCOC(=O)CC(=O)CSc1nc(-c2ccccc2)cc(-c2ccc(Cl)cc2)c1C#N
35	O=C(COC(=O)c1ccc([N+](=O)[O-])o1)Nc1ccc2c(c1)OC(F)(F)O2
36	CCC(c1nnnn1-c1ccc2c(c1)OCCO2)N1CCN(C(C)=O)CC1 (stereo not given)
37	CSc1ncccc1C(=O)Nc1ccc(C)cn1
38	O=C(c1cccc(F)c1)N1CCC2(CC1)NCCc1[nH]cnc12
39	O=C(OCCCc1cc2ccccc2c(=O)o1)N1CCOCC1
40	O=C(Nc1nc2c(Cl)ccc(Cl)c2s1)C1CC1
Compound,31,32,33,34,35,36,37,38,39,40
PABP1 MLLE inh,14,-2,-5,9,7,x,0,13,4,14
CSN deneddyl inh,1,-5,12,3,1,-5,-4,3,-5,-1
Rpn11 inh,i,i,i,i,i,x,i,i,i,i
MsrA act,-14,-3,-13,-10,1,0,-7,-7,6,-2
MsrA inh,-0.8,-1.1,0.9,-0.3,0.5,-0.8,-0.8,-0.4,-0.2,-0.9
Rin1 Abl inh,0,2,-2,6,2,x,0,-1,2,4
FAS-TE inh,-6,-5,13,1,-2,-17,-5,-5,-16,6
MT1-MMP act inh,14,-2,-7,-21,-1,5,-4,-5,2,-13
E coli Lon inh,-5,6,0,-8,4,3,1,0,-11,7

41	S=c1[nH]nc(COc2ccccc2)n1/N=C/C=C/c1ccco1
42	CN(C)c1ccc(C(CNS(=O)(=O)c2cccc([N+](=O)[O-])c2)N2CCOCC2)cc1 (stereo not given)
43	Oc1ccc(/C=N/NC(=S)NC2CC3CCC2C3)cc1 (stereo not given)
44	CC(=O)N1CCOc2ccc(S(=O)(=O)N3CCN(c4cc(C)ccc4C)CC3)cc21
45	CCn1c(CC(=O)Nc2ccccc2C)nnc1SCC(=O)Nc1nncs1
46	O=S(=O)(Nc1cc(C(F)(F)F)ccc1N1CCOCC1)c1ccccc1
47	OCCCN1CCN(CCCOc2ccccc2-c2ccccc2)CC1
48	c1ccc(OCc2nnnn2-c2ccccc2)cc1
49	O=C(NC1CCc2ccccc21)c1cc(COc2ccc(F)cc2Cl)on1 (stereo not given)
50	O=C(c1ccc(F)cc1)N(Cc1ccccc1)C1CCS(=O)(=O)C1 (stereo not given)
Compound,41,42,43,44,45,46,47,48,49,50
PABP1 MLLE inh,-54,13,6,-4,4,-1,10,5,3,-10
CSN deneddyl inh,25,0,2,1,1,-3,-5,-14,-4,0
Rpn11 inh,i,i,i,i,i,i,i,i,i,i
MsrA act,-1,-3,-2,-1,-6,-2,-4,-3,-3,-13
MsrA inh,1.5,-0.2,1.5,0.2,0.0,1.1,0.0,-0.8,-1.3,-0.3
Rin1 Abl inh,2,-3,2,2,3,0,1,0,-3,2
FAS-TE inh,-6,6,21,23,-3,4,-10,-6,14,-2
MT1-MMP act inh,4,3,0,-11,-1,-4,2,4,0,0
E coli Lon inh,3,-3,-11,7,-2,4,-5,-17,-5,1

51	CC1(C(=O)Nc2cccc3cccnc23)CCN1Cc1csc2ccccc12 (stereo not given)
52	O=C1CCCC2=C1C(c1ccco1)Nc1ccc3ccccc3c12 (stereo not given)
53	Cc1noc(C)c1C(=O)Nc1ccc(-c2nnc3n2CCCCC3)cc1
54	Cc1cccc(NC(=O)CCN2CCC(C(N)=O)CC2)c1
55	N#Cc1ccccc1OCCCN1CCC(C(O)(c2ccccc2)c2ccccc2)CC1
56	Cc1cc(OCC(=O)N2CCN(c3cccc(Cl)c3)CC2)c2c(C)c(C)c(=O)oc2c1
57	COc1ccccc1-c1ccc(Nc2ccc(C(=O)N3CCOCC3)cc2)nn1
58	C/C(=N\NC(=O)c1cc(C)oc1C)c1ccc2c(c1)OCO2
59	CCOC(=O)NC(NCCc1ccccc1)(C(F)(F)F)C(F)(F)F
60	O=C(Nc1nccs1)c1cc(S(=O)(=O)N2CCCCC2)ccc1Cl
61	CC[C@H]1OC(=O)[C@H](C)[C@@H](O[C@H]2C[C@@](C)(OC)[C@@H](O)[C@H](C)O2)[C@H](C)[C@@H](O[C@@H]2O[C@H](C)C[C@H](N(C)C)[C@H]2O)[C@](C)(O)C[C@@H](C)C(=O)[C@H](C)[C@@H](O)[C@]1(C)O
62	COc1ccc(F)cc1-c1cc(C(=O)NCc2ccc(F)cc2)[nH]n1
Compound,51,52,53,54,55,56,57,58,59,60,61,62
PABP1 MLLE inh,6,-4,-16,-14,x,13,-6,-1,-4,1,0,12
CSN deneddyl inh,-3,40*,-5,-6,-3,1,-4,1,-2,1,5,-1
Rpn11 inh,i,i,i,i,x,i,i,i,i,i,i,i
MsrA act,0,-2,-4,1,8.3*,1,-4,1,-1,-1,-3,1
MsrA inh,3.0,2.2,0.5,0.9,-1.4,-0.5,0.4,1.2,-0.8,-1.2,0.6,-1.4
Rin1 Abl inh,-5,0,1,-1,x,2,-1,-1,1,0,0,5
FAS-TE inh,27,6,-6,-4,-5,1,-1,-2,-3,-1,15,13
MT1-MMP act inh,5,-2,2,2,5,4,4,3,6,0,-4,2
E coli Lon inh,-11,6,1,-13,-6,-3,3,-4,-1,-1,-2,-7
